Compound activity (PubChem)
HTR2A ag: agonists of mouse serotonin 5-HT2A receptor (HTR2A); activation, % at 7.6 µM; P35363; CHO-K1 mHTR2A beta-arrestin complementation, luminescence; percent of 30 µM serotonin response; 360,000 tested, 0.66% active;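 active = activation above a run cutoff, the mean activation of all tested compounds plus 3 SD, cut at about 14% in these data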;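 also: 0% = plate median of compound wells and 100% = 30 µM serotonin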
ABCB6 inh 2: human ABCB6 transporter inhibition; AID 602162; 360,000 tested, 0.19% active; K562-ABCB6 porphyrin accumulation, flow cytometry, 1 h; hits give low values; fluorescence ratio to DMSO, % at 10 µM;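 active = fluorescence ratio to DMSO below 75%, the collection mean minus 3 SD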;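 also: signal is porphyrin accumulated inside mitochondria; 100% equals median channel fluorescence of DMSO control wells; lower ratio means ABCB6 inhibition with less porphyrin fluorescence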
Target sequence (Q9NP58 whole entry, looked up): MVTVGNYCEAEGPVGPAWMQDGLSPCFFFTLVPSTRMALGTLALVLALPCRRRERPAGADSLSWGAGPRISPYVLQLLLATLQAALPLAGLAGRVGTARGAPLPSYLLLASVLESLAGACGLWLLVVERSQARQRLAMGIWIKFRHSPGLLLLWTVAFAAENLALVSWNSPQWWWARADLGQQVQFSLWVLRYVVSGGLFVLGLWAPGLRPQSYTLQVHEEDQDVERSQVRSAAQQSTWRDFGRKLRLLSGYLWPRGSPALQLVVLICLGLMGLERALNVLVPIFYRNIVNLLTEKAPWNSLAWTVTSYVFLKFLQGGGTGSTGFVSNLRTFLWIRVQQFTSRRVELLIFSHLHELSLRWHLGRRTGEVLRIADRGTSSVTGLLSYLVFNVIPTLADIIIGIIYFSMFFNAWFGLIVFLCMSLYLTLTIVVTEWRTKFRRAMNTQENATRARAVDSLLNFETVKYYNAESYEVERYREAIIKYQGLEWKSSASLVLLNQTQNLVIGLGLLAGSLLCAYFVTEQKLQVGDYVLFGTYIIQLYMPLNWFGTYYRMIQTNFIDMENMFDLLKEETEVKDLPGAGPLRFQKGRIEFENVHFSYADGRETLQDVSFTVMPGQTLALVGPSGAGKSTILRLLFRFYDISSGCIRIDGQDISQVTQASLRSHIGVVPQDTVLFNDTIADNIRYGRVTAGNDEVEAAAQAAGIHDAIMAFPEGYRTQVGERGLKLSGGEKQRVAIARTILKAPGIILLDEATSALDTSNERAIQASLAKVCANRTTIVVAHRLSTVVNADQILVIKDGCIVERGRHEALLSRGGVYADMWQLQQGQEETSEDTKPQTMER
H9c2 protect: protects H9c2 cardiomyocytes from peroxide injury. H2O2 injury protection, ATPLite, 2 h. protection from H2O2 cell death, % at 20 µM. 360,000 tested, 0.63% active. AID 588492;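 active = compounds giving at least 50% protection of heart cells from peroxide-induced death in the single-dose screen, raw or plate-pattern-corrected value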;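 also: 0% = DMSO wells with peroxide and 100% = DMSO wells without peroxide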
N-glyco inh: blocks N-linked glycosylation in D54 reporter cells | reporter increase, % at 12.5 µM | D54 ERlucT glycosylation luciferase reporter, 24 h; percent of 100 nM tunicamycin response | 360,000 tested, 0.23% active | AID 588692;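 active = mean luciferase reporter signal, scaled so untreated is 0 and the glycosylation-blocking control 100, at or above a set limit in every replicate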;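 also: luciferase carries N-glycosylation sites so blocking glycosylation raises the light; 0% = median of neutral control wells and 100% = median of 100 nM tunicamycin wells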
MC4R barr agon: human MC4R agonism via beta-arrestin. U2OS MC4R beta-arrestin complementation, luminescence; percent of melanotan II response, DMSO zero. activation, % at 8.9 µM. 360,000 tested, 0.98% active;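 active = activation above a per-plate cutoff, the mean activation of sample wells on that plate plus 3 SD, cut at about 8% in these data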
MC4R antag cAMP: antagonists of human melanocortin 4 receptor (MC4R) | 360,000 tested, 0.48% active | inhibition, % at 6.5 µM | MC4R-expressing cells, MTII-stimulated cAMP, LANCE TR-FRET;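 active = inhibition above its plate's cutoff, the mean of tested wells on that plate plus 3 SD, cut at about 29% in these data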;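 also: 0% = Melanotan II alone and 100% = Melanotan II plus saturating MCL0020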
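System: U2OS-MC4R stable cell line; Technique: Eu-cAMP/anti-cAMP TR-FRET, emission 671 nm; Repeats: single well per compound; Also added: Melanotan II; Dosing: one concentration, 6.5 µM nominal; Schedule: 30-min compound, 1-h challenge, 1-h detection, room temperature.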
CaV13 FRET inh: Disruptors of the CACNA1D IQ motif to Ca2+-dependent inactivation inhibitor domain association, primary screening, Förster resonance energy transfer in intact living …; HEK cells, CFP/YFP FRET ICDI-IQ, plate reader, 10 min; percent FRET-ratio fall versus neutral wells; inhibition, % at 12.3 µM; 340,000 tested, 0.098% active; AID 743397;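 active = mean replicate inhibition of at least 30% and at least 1% of replicates passing that level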;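 also: 0% = median of the neutral control wells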
PDI inh: inhibitors of human protein disulfide isomerase; P07237; PDI insulin aggregation turbidity, A650, 90 min; inhibition, % at 10 µM; 350,000 tested, 0.052% active;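 active = mean inhibition across replicates of 30% or more, whatever share of single replicates reach that level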;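 also: absorbance from insulin aggregation driven by PDI reduction with DTT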
aDG glyco act: alpha-DG glycosylation activation; Pro5-aDG cells, alpha-DG glycosylation AlphaScreen (IIH6); 0% Pro5, 100% B10-LARGE cell signal; 360,000 tested, 0.22% active; activation, % at 10 µM;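 active = activation of at least 8% versus controls, or a plate z-score of at least 8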;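 also: Pro5 are CHO cells carrying HIG-tagged alpha-DG that lacks glycosylation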
Vif inh: blocks HIV Vif function | HEK293T cells, Vif self-association by quenched fluorescence, imaging, 24 h | inhibition, % at 7.49 µM | 340,000 tested, 0.35% active; in the data active = inhibition above about 50%, passing the limit was not always enough; also: some results filed as inactive read as strong as hits
* marks the source's active call; other numbers are inactive results.

The opening 4 records, to show the layout:
For CCOc1ccccc1N(C)S(=O)(=O)c1ccc2c(c1)N(C(C)=O)CCO2 the results were HTR2A ag 1, ABCB6 inh 2 95, H9c2 protect -1, N-glyco inh 0, MC4R barr agon -1.9, MC4R antag cAMP 0, CaV13 FRET inh -15, PDI inh -14, aDG glyco act -0.2 and Vif inh -9.
`COc1ccc(C=O)cc1COc1c(F)c(F)cc(F)c1F` gave HTR2A ag -7, ABCB6 inh 2 89, H9c2 protect -9, N-glyco inh 4, MC4R barr agon -1.6, MC4R antag cAMP -15, CaV13 FRET inh -3, PDI inh -5, aDG glyco act 0.0 and Vif inh -8.
`COc1ccccc1N1CCN(C(=O)c2cc(=O)c3cc(C)ccc3o2)CC1` gave HTR2A ag 6, ABCB6 inh 2 97, H9c2 protect -3, N-glyco inh 11, MC4R barr agon -0.9, MC4R antag cAMP 16, CaV13 FRET inh -5, PDI inh -4, aDG glyco act -0.1 and Vif inh -3.
For CC(=O)Oc1ccccc1-c1nc(/C=C/c2ccccc2)no1 the results were HTR2A ag 2, ABCB6 inh 2 103, H9c2 protect -1, N-glyco inh -5, MC4R barr agon -0.9, MC4R antag cAMP 5, CaV13 FRET inh -5, PDI inh 8, aDG glyco act -0.1 and Vif inh -4.

The whole of this part, from the start:
For CCOc1ccccc1N(C)S(=O)(=O)c1ccc2c(c1)N(C(C)=O)CCO2 the results were HTR2A ag 1, ABCB6 inh 2 95, H9c2 protect -1, N-glyco inh 0, MC4R barr agon -1.9, MC4R antag cAMP 0, CaV13 FRET inh -15, PDI inh -14, aDG glyco act -0.2 and Vif inh -9.
`COc1ccc(C=O)cc1COc1c(F)c(F)cc(F)c1F` gave HTR2A ag -7, ABCB6 inh 2 89, H9c2 protect -9, N-glyco inh 4, MC4R barr agon -1.6, MC4R antag cAMP -15, CaV13 FRET inh -3, PDI inh -5, aDG glyco act 0.0 and Vif inh -8.
`COc1ccccc1N1CCN(C(=O)c2cc(=O)c3cc(C)ccc3o2)CC1` gave HTR2A ag 6, ABCB6 inh 2 97, H9c2 protect -3, N-glyco inh 11, MC4R barr agon -0.9, MC4R antag cAMP 16, CaV13 FRET inh -5, PDI inh -4, aDG glyco act -0.1 and Vif inh -3.
For CC(=O)Oc1ccccc1-c1nc(/C=C/c2ccccc2)no1 the results were HTR2A ag 2, ABCB6 inh 2 103, H9c2 protect -1, N-glyco inh -5, MC4R barr agon -0.9, MC4R antag cAMP 5, CaV13 FRET inh -5, PDI inh 8, aDG glyco act -0.1 and Vif inh -4.
Screening COc1ccc(C)cc1S(=O)(=O)NCc1ccccn1 returned HTR2A ag 4, ABCB6 inh 2 103, H9c2 protect -2, N-glyco inh 0, MC4R barr agon 0.3, MC4R antag cAMP 11, CaV13 FRET inh -5, PDI inh 3, aDG glyco act 0.0 and Vif inh 19.
For COc1ccc(N(/N=C2\Sc3ccccc3C2=O)C(C)=O)cc1 the results were HTR2A ag 1, ABCB6 inh 2 116, H9c2 protect -13, N-glyco inh -8, MC4R barr agon 0.6, MC4R antag cAMP -10, CaV13 FRET inh -6, PDI inh -2, aDG glyco act 0.8 and Vif inh 2.
`COc1ccc(Cl)cc1S(=O)(=O)N1CCN=C1c1ccccc1` gave HTR2A ag 4, ABCB6 inh 2 104, H9c2 protect 3, N-glyco inh -1, MC4R barr agon 1.7, MC4R antag cAMP -4, CaV13 FRET inh -2, PDI inh -8, aDG glyco act -0.1 and Vif inh 7.
`CCOc1ccccc1N(CC(=O)Nc1ccccc1C(=O)NCc1ccco1)S(C)(=O)=O` gave HTR2A ag 3, ABCB6 inh 2 97, H9c2 protect 9, N-glyco inh 0, MC4R barr agon -1.1, MC4R antag cAMP 6, PDI inh 0, aDG glyco act -0.2 and Vif inh 4.
`CCCN1Cc2cccc(C(=O)NC(C)c3cccs3)c2C1=O` (stereo not drawn) gave HTR2A ag -1, ABCB6 inh 2 96, H9c2 protect 1, N-glyco inh 1, MC4R barr agon -0.5, MC4R antag cAMP -1, PDI inh -5, aDG glyco act 0.2 and Vif inh -1.
For O=C(c1ccccc1)c1nn(-c2cccc(Cl)c2)ccc1=O the results were HTR2A ag -1, ABCB6 inh 2 101, H9c2 protect 13, N-glyco inh -1, MC4R barr agon 0.0, MC4R antag cAMP 4, CaV13 FRET inh 3, PDI inh 0, aDG glyco act -0.1 and Vif inh 2.
Screening CC(Oc1cc2oc(=O)c3c(c2cc1Cl)CCC3)C(=O)NCCCN1CCCC1=O (stereo not drawn) returned HTR2A ag -3, ABCB6 inh 2 103, H9c2 protect 2, N-glyco inh -1, MC4R barr agon -0.9, MC4R antag cAMP 15, CaV13 FRET inh -16, PDI inh 2, aDG glyco act -0.4 and Vif inh 3.
`OC(COc1ccc2cc(Br)ccc2c1)Cn1ccnc1` (stereo not drawn) gave HTR2A ag 3, ABCB6 inh 2 98, H9c2 protect -1, N-glyco inh -2, MC4R barr agon 1.4, MC4R antag cAMP 3, CaV13 FRET inh -20, PDI inh 3, aDG glyco act 0.9 and Vif inh -13.
Screening COc1ccc(C2=CC(c3ccc(C)cc3)n3nnnc3N2)cc1 (stereo not drawn) returned HTR2A ag 3, ABCB6 inh 2 97, H9c2 protect 2, N-glyco inh -2, MC4R barr agon -0.2, MC4R antag cAMP 14, PDI inh -7, aDG glyco act 0.2 and Vif inh -9.
Screening Cc1ccccc1N1CC(C(=O)Nc2nnc(SCC(=O)Nc3nccs3)s2)CC1=O (stereo not drawn) returned HTR2A ag -1, ABCB6 inh 2 113, H9c2 protect 25, N-glyco inh -1, MC4R barr agon -2.9, MC4R antag cAMP 3, CaV13 FRET inh -9, PDI inh 7, aDG glyco act -0.2 and Vif inh 6.
For CCC/C=N/Nc1nnc(Cc2ccc(OC)c(OC)c2)c(=O)[nH]1 the results were HTR2A ag 4, ABCB6 inh 2 94, H9c2 protect -2, N-glyco inh 1, MC4R barr agon -1.3, MC4R antag cAMP 8, CaV13 FRET inh -2, PDI inh -10, aDG glyco act -0.2 and Vif inh 7.
For CC(=O)c1ccc(S(=O)(=O)N2CCN(C(C)=O)CC2)cc1 the results were HTR2A ag 4, ABCB6 inh 2 89, H9c2 protect -8, N-glyco inh 3, MC4R barr agon 1.8, MC4R antag cAMP -3, CaV13 FRET inh -3, PDI inh 6, aDG glyco act -0.2 and Vif inh -5.
`CCC1CC2CC(NC(C)=O)C1C2` (stereo not drawn) gave HTR2A ag -2, ABCB6 inh 2 97, H9c2 protect -1, N-glyco inh 1, MC4R barr agon 3.3, MC4R antag cAMP -6, CaV13 FRET inh -4, PDI inh -2 and aDG glyco act 0.2.
For COC(=O)C1=C(N)Oc2c(oc(CO)cc2=O)C1c1c(F)cccc1Cl (stereo not drawn) the results were HTR2A ag 13, ABCB6 inh 2 94, H9c2 protect 6, N-glyco inh 3, MC4R barr agon 0.4, MC4R antag cAMP 5, CaV13 FRET inh -5, PDI inh 10, aDG glyco act -0.4 and Vif inh -1.
`CCCn1c(=O)n(C)c(=O)c2c(SCC(=O)NCc3ccco3)nc(C3CC3)nc21` gave HTR2A ag 4, ABCB6 inh 2 103, H9c2 protect 5, N-glyco inh 0, MC4R barr agon 2.6, MC4R antag cAMP 5, PDI inh 3, aDG glyco act 0.1 and Vif inh -11.
CC(=O)NCC1(c2ccccc2)CCN(CCCC(=O)c2ccc(F)cc2)CC1 was read as HTR2A ag -7, ABCB6 inh 2 100, H9c2 protect -1, N-glyco inh -1, MC4R barr agon -0.1, MC4R antag cAMP -5, CaV13 FRET inh -5, PDI inh 6 and aDG glyco act -0.1.
`COc1ccc(C(=O)NN/C=C/C(=O)c2ccc(Br)cc2)cc1` gave HTR2A ag 1, ABCB6 inh 2 99, H9c2 protect 58*, N-glyco inh -3, MC4R barr agon -0.1, MC4R antag cAMP 3, CaV13 FRET inh -8, PDI inh 15, aDG glyco act 0.1 and Vif inh -5.
Screening COc1cccc(CNS(=O)(=O)c2cccc(S(=O)(=O)N3CCOCC3)c2)c1 returned HTR2A ag 3, ABCB6 inh 2 98, H9c2 protect 0, N-glyco inh 1, MC4R barr agon 1.1, MC4R antag cAMP 10, CaV13 FRET inh -4, PDI inh -2, aDG glyco act -0.1 and Vif inh 37.
For Oc1ccc(C[C@H]2CNCCN2CCCCC2CCCCC2)cc1 the results were HTR2A ag 1, ABCB6 inh 2 103, H9c2 protect 7, N-glyco inh -4, MC4R barr agon 2.6, MC4R antag cAMP 0, CaV13 FRET inh -6, PDI inh 4, aDG glyco act -0.4 and Vif inh -4.
NC(=O)CC(NC(=S)NCc1ccccc1)C(=O)O (stereo not drawn) was read as HTR2A ag -2, ABCB6 inh 2 95, H9c2 protect 4, N-glyco inh 3, MC4R barr agon -0.8, MC4R antag cAMP 6, PDI inh 0, aDG glyco act 0.2 and Vif inh 5.
CCC1(C)Cc2c(sc3c2c(=O)n(C)c2nnc(SCC(=O)c4ccccc4)n32)CO1 (stereo not drawn) was read as HTR2A ag -5, ABCB6 inh 2 97, H9c2 protect 18, N-glyco inh 1, MC4R barr agon -1.0, MC4R antag cAMP 3, PDI inh -1, aDG glyco act 0.5 and Vif inh -1.
CCOc1ccc(-c2n[nH]c(=S)n2Cc2ccccc2)cc1 was read as HTR2A ag 5, ABCB6 inh 2 92, H9c2 protect 2, N-glyco inh -1, MC4R barr agon -2.3, MC4R antag cAMP 5, CaV13 FRET inh -4, PDI inh -3, aDG glyco act 0.0 and Vif inh -2.
`COc1ccc(C2N3CC4(C)CN2CC(C)(C3)C4O)cc1OC` (stereo not drawn) gave HTR2A ag 3, ABCB6 inh 2 97, H9c2 protect 19, N-glyco inh 0, MC4R barr agon -1.8, MC4R antag cAMP 12, CaV13 FRET inh -4, PDI inh 21, aDG glyco act 0.2 and Vif inh 26.
O=C(NC(c1ccccc1)c1ccccc1)C1CCCC1 was read as HTR2A ag -1, ABCB6 inh 2 96, H9c2 protect 5, N-glyco inh 2, MC4R barr agon -1.6, MC4R antag cAMP 8, CaV13 FRET inh -17, PDI inh -2, aDG glyco act 0.0 and Vif inh 0.
Screening Fc1ccc(-c2nnsc2Sc2ccccn2)cc1 returned HTR2A ag 2, ABCB6 inh 2 96, H9c2 protect 0, N-glyco inh -3, MC4R barr agon 12*, MC4R antag cAMP 1, CaV13 FRET inh -6, PDI inh -5, aDG glyco act 0.2 and Vif inh -7.
COc1ccc(OC)c2c1sc(=NC(=O)C(C)(C)C)n2C was read as HTR2A ag 5, ABCB6 inh 2 95, H9c2 protect -15, N-glyco inh 1, MC4R barr agon 1.3, MC4R antag cAMP -5, CaV13 FRET inh -8, aDG glyco act -0.1 and Vif inh -12.
CCOC(=O)c1[nH]c2cc(OC)c(OC)cc2c1NC(=O)CCN1CCSCC1 was read as HTR2A ag -6, ABCB6 inh 2 94, H9c2 protect 2, N-glyco inh -1, MC4R barr agon -1.3, MC4R antag cAMP 3, CaV13 FRET inh -4, PDI inh -1, aDG glyco act -0.1 and Vif inh 10.
